RGS4 inhibitor: inhibitors of human regulator of G protein signaling 4. Transcreener GDP fluorescence polarization, RGS4-accelerated GTP hydrolysis. Potency, µM (titrated, usually from 114 µM), inactives show top-dose activity change, negative = inhibition, actives largely listed as inhibitors. P49798. 390,000 tested, 0.039% active. AID 504845; note: % is set by controls: 0 for no effect and ±100 for the full control effect; nearly all actives have a fitted effect of over 75% in size; some results filed as inactive show a strong effect at the top dose
Target sequence (P49798 whole entry, looked up): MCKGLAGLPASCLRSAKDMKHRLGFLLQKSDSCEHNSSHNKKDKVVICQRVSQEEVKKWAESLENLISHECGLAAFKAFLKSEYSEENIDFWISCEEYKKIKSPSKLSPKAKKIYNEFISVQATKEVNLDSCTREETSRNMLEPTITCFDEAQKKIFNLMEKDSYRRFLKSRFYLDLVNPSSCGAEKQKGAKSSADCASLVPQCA
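MLSMR compounds (23 nl, pin-transferred) preincubated 10 min at room temperature with a 500nM (2x) first reagent, then RGS4 at 900nM (2x) plus Transcreener GDP mix added; fluorescence polarization (620/688 nm) read before and after 90 min at 30 °C.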
GLS inh: glutaminase GLS (human) inhibition. Potency, µM (highest dose often 45.5 µM), without a hit: top-dose activity change, negative = inhibition, usual class: inhibitors. O94925. 410,000 tested, 0.21% active. GLS enzymatic activity, qHTS titration. AID 624170; note: % is set by controls: 0 for no effect and ±100 for the full control effect
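Two-point fluorescence kinetic (t0, 30 min RT) for hKGA; glutamate detected via glutamate oxidase–HRP–Amplex Red. Substrate: 1 mM L-glutamine solution; buffer 45 mM KH2PO4, pH 8.2.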
ERG Ets-DNA blk: blocks human ERG Ets domain binding to DNA | P11308 | fluorescence polarization, His-ERG Ets domain / labelled DNA | Potency, µM (series often up to 76.9 µM), for inactives: at the highest dose FP activity, negative = inhibition, most hits filed as inhibitors | 370,000 tested, 0.028% active | AID 624246; active = well fitted inhibition curve with a large enough effect in the polarisation, with a control signal flat; inconclusive = small, poorly fitted or top-dose-only effect, or effect the other way, or a change in a side signal; inactive = no such curve, though single readings can be large or run the other way; the % refers to the polarisation;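 note: polarization taken with two DNA probes labelled with fluorescein and Texas red; % of control where 0% means no effect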
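His-tagged ERG Ets domain (1 uM in the protein solution; 300mM KCl, 50mM Tris-HCl, 1mM EDTA, 1mM DTT, pH 7.5) received compound, then a probe mix of 5 nM fluorescein-DNA and 100nM Texas-615-DNA. Fluorescence polarization was read for both dyes.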
TrxR1 inh: blocks rat thioredoxin reductase 1; recombinant rTrxR1, NADPH fluorescence consumption, selenite substrate; 390,000 tested, 1% active; Potency, µM (doses to about 114 µM), for inactives: top-dose activity change, negative = inhibition, usual class: inhibitors; note: % is set by controls: 0 for no effect and ±100 for the full control effect; nearly all actives have a fitted effect of over 65% in size
Target sequence (O89049 whole entry, looked up): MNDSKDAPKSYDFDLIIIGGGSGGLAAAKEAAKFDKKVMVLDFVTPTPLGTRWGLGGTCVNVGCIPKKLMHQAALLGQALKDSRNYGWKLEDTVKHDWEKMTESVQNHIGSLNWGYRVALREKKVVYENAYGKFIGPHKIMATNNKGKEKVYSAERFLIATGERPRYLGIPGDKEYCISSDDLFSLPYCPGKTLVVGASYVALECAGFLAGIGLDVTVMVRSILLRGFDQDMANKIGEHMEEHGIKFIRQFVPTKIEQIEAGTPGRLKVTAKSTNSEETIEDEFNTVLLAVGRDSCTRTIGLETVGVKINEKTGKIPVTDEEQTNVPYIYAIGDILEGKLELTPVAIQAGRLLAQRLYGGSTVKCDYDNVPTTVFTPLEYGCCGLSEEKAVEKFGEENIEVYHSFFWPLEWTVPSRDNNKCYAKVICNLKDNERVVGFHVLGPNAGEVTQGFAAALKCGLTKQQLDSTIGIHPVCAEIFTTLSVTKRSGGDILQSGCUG
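Rat TrxR1 (90 nM in the dispensed reagent) was pre-reduced with 400 uM NADPH for 5 min at room temperature, then incubated with compound for 15 min. After 400 uM selenite was added, NADPH fluorescence (Ex 340/Em 450 nm) was followed for 8 min.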
Pin1 inhibitor: human Pin1 inhibition; Q13526; Pin1 FP peptide displacement, HiFluor488, 10 min; Potency, µM (doses to about 115 µM), without a hit: at the highest dose activity, negative = inhibition, most hits filed as inhibitors; 390,000 tested, 0.009% active; AID 504891; active = well fitted inhibition curve with a large enough effect in the polarisation, with a control signal flat, not every such curve was filed as active; inconclusive = small, poorly fitted or top-dose-only effect, or effect the other way, or a change in a side signal; inactive = no such curve, though single readings can be large or run the other way; the % refers to the polarisation; note: % is set by controls: 0 for no effect and ±100 for the full control effect
Target sequence (Q13526 whole entry, looked up): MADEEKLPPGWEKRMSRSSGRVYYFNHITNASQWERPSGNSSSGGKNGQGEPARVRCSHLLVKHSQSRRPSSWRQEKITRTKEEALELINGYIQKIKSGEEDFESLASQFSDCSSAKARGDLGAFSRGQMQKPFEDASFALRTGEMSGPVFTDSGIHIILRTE
Tb PGK inh: T. brucei PGK inhibition. 380,000 tested, 0.043% active. P07378. PGK/GAPDH coupled, Kinase-Glo luminescence, 60 min. Potency, µM (highest dose often 57.5 µM), for inactives: top-dose activity change, negative = inhibition, usual class: inhibitors. AID 602233; note: % is set by controls: 0 for no effect and ±100 for the full control effect; nearly all actives have a fitted effect of over 60% in size
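Luminescent ATP detection (Kinase-Glo Plus) follows a 60-minute room-temperature incubation, with wells lacking PGK as controls. Buffer: 100 mM TEA (pH 7.6), 5 mM MgCl2, 0.01% Tween-20. Coupling enzyme GAPDH (100 nM final) supplies unstable 1,3-BPG in-well.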
ALOX12 inh: inhibitors of human 12S-lipoxygenase ALOX12; Potency, µM (doses to about 108 µM), without a hit: at the top dose activity change, negative = inhibition, usual class: inhibitors; 580,000 tested, 1.1% active; purified 12hLO, xylenol orange hydroperoxide absorbance; note: % is set by controls: 0 for no effect and ±100 for the full control effect
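Hydroperoxide product was detected by ferrous iron/xylenol orange as the 573 to 405 nm absorbance ratio. Arachidonic acid at 40 uM (final) was turned over for 30 min at room temperature by 150 nM human 12hLO, pH 7.0 Hepes buffer, after 15 min compound preincubation.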
JMJD2A Tudor inh: blocks the human JMJD2A Tudor domain; AID 504339; AlphaScreen JMJD2A-Tudor / H3K4me3 peptide binding; 390,000 tested, 4.4% active; Potency, µM (doses to about 114 µM), for inactives: at the top dose activity change, negative = inhibition, actives largely listed as inhibitors; note: % is set by controls: 0 for no effect and ±100 for the full control effect; nearly all actives have a fitted effect of over 50% in size
HP1b binding inh: inhibitors of HP1-beta chromodomain binding to methylated histone tails; AlphaScreen HP1-beta / biotin-H3K9me3 peptide binding; Potency, µM (highest dose often 114 µM), without a hit: top-dose activity change, negative = inhibition, hits mostly inhibitors; 390,000 tested, 0.56% active; AID 540317; note: nearly all actives have a fitted effect of over 70% in size; inactives centre near 23
Target sequence (P83916 whole entry, looked up): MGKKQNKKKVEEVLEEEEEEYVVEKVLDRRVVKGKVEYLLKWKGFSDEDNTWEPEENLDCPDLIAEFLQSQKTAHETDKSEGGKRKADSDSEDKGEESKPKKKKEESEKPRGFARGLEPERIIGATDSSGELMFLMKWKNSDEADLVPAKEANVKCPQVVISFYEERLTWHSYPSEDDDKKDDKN
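AlphaScreen: HP1-beta (50 nM) preformed 30 min with biotin-H3(1-18)K9me3 peptide (50 nM) in PBS pH 7.4, 0.01% Tween-20. Compound added for 30 min at RT, then streptavidin donor/nickel chelate acceptor beads (10 ug/mL) for 30 min.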
Numbers without * were called inactive; i = inactive; ? = inconclusive; . = not tested or not shown; & = joins results of further samples; [ ] = remark or other dose. Unless noted, calls come from the whole dose curve; as a rule, active = well fitted curve in the direction sought with a large enough effect; inconclusive = small, poorly fitted or top-dose-only effect, or another doubt; inactive = no such curve, though single readings can be large; an effect the other way counts as inactive or inconclusive. Potency is the fitted concentration of half-maximal effect. Some of the compounds tested (hit frequency here may not be typical).

nr	RGS4 inhibitor	GLS inh	ERG Ets-DNA blk	TrxR1 inh	Pin1 inhibitor	Tb PGK inh	ALOX12 inh	JMJD2A Tudor inh	HP1b binding inh	mol
1	0.8%	-2.8%	-15.4%	-4.8%	2.2%	-5.6%	0.0%	-12.8%	52.9%[activator]	Clc1ccccc1CN(Cc1ccccc1)C(c1cccs1)c1nnnn1C1CCCC1 (stereo unspecified)
2	-1.1%	11.0%	-3.7%	5.8%	5.6%	-9.4%	.	79.4µM*	20.2%	CCOc1cc([N+](=O)[O-])cc(/C=N/NC(=O)c2c(-c3ccccc3)noc2C)c1O
3	?	?	-0.9%	10.4%[57.1 µM]	-0.3%	-3.0%	1.4%	?	-2.8%	O=C(COc1ccccc1)Nc1cc(NC(=O)COc2ccccc2)cc(C(=O)O)c1
4	6.8%	-8.2%	3.2%	7.6%[57.1 µM]	-0.3%	-9.9%	394.1%[activator]	5.6%	51.5%[activator]	CCOc1ccc(CCNc2cc(C)nc3ncnn23)cc1OCC
5	-4.7%	-3.9%	16.7%	38.1%	?	-7.0%	104.1%[activator]	-29.1%	56.0%[activator]	Cc1cccc(NS(=O)(=O)c2ccc(C)c(C(=O)NC3CCN(Cc4ccccc4)CC3)c2)c1
6	15.1%	-0.4%	0.7%	-4.7%	-3.6%	2.7%	-3.0%	-10.6%	36.1%	CCOC(=O)C1(CC/C(C)=N\NC(N)=O)CC(C)OC1=O (stereo unspecified)
7	-61.8%[56.9 µM]	15.7%	-4.4%	12.4%	-0.2%	i	0.0%	?	19.2%	COc1cc(OC)cc(C(=O)NCC(=O)OCC(=O)N2CCc3ccccc32)c1
8	-30.9%	0.9%	.	5.1%	-0.9%	-6.0%	-2.1%	-7.1%	31.4%	CCCC(=O)Nc1nnc(SCC)s1
9	-18.6%	1.9%	-2.9%	4.4%[57.1 µM]	-0.6%	-5.4%	7.8%	-15.0%	15.2%	CC1(CC(=O)N/N=C/c2cc3c(cc2Br)OCO3)OCCO1
10	-10.8%	5.5%	3.7%	-0.9%	12.9%	-6.2%	?	?	-0.1%	CCCCc1ccc(NC(=O)Cn2cnc3c(oc4ccccc43)c2=O)cc1
11	4.1%	4.7%	7.4%	-6.7%[57.1 µM]	?	8.0%	-16.4%	-18.0%	35.8%	C[C@H](CO)N1C[C@H](C)[C@@H](CN(C)C(=O)Nc2ccc(C(F)(F)F)cc2)Oc2ccc(NS(=O)(=O)c3cccs3)cc2C1=O
12	?	-6.1%	-3.9%	-12.1%	-6.8%	-3.0%	?	22.4µM*	41.4%	COc1cc(C(C)=O)ccc1OCc1cn(CC(=O)c2ccc(O)cc2)nn1
13	-25.4%	7.6%	18.7%	27.1%	?	-8.9%	-7.9%	-0.8%	40.3%[activator]	CC(=O)Nc1ccc(SCC(=O)NC(=O)c2ccccc2Br)cc1
14	-25.4%	1.5%	0.9%	-5.6%	?	-9.5%	-21.0%	2.8%	26.2%	CCOC(=O)C1=C(C)NC(=O)NC1c1ccc2c(c1)OCCO2 (stereo unspecified)
15	7.6%	-0.6%	-12.1%	-7.0%	6.2%	-2.6%	11.4%	-16.8%[57.1 µM]	53.8%[activator]	c1ccc(-c2nn3c(C4CCCCC4)nnc3s2)cc1

Four compounds already listed, sorted by count of non-hydrogen atoms, ascending.
nr	RGS4 inhibitor	GLS inh	ERG Ets-DNA blk	TrxR1 inh	Pin1 inhibitor	Tb PGK inh	ALOX12 inh	JMJD2A Tudor inh	HP1b binding inh	mol
8	-30.9%	0.9%	.	5.1%	-0.9%	-6.0%	-2.1%	-7.1%	31.4%	CCCC(=O)Nc1nnc(SCC)s1
9	-18.6%	1.9%	-2.9%	4.4%[57.1 µM]	-0.6%	-5.4%	7.8%	-15.0%	15.2%	CC1(CC(=O)N/N=C/c2cc3c(cc2Br)OCO3)OCCO1
12	?	-6.1%	-3.9%	-12.1%	-6.8%	-3.0%	?	22.4µM*	41.4%	COc1cc(C(C)=O)ccc1OCc1cn(CC(=O)c2ccc(O)cc2)nn1
2	-1.1%	11.0%	-3.7%	5.8%	5.6%	-9.4%	.	79.4µM*	20.2%	CCOc1cc([N+](=O)[O-])cc(/C=N/NC(=O)c2c(-c3ccccc3)noc2C)c1O

Other results:
nr	RGS4 inhibitor	GLS inh	ERG Ets-DNA blk	TrxR1 inh	Pin1 inhibitor	Tb PGK inh	ALOX12 inh	JMJD2A Tudor inh	HP1b binding inh	mol
16	-1.3%	-5.1%	3.7%	4.3%[57.1 µM]	-9.8%	i	-18.2%	-6.6%	43.3%[activator]	CCOc1ccccc1NC(=O)N(C)CCc1c(C)nn(CC)c1C
17	-35.8%	2.6%	5.6%	-15.7%	-3.4%	i	-4.3%	-14.0%	19.6%	CCC(C)c1ccc(O)c(NC(=S)NC(=O)c2cccnc2)c1 (stereo unspecified)
18	-32.0%	-15.4%	12.0%	12.7%	-6.9%	i	?	-16.9%	27.6%	COCc1cc(=O)n2[nH]c(-c3ccco3)cc2n1
19	8.5%	1.3%	.	55.2%[activator]	7.8%	.	-4.1%	-31.9%	5.8%	CN(C)c1ccc(-c2nnn(CC(=O)N3c4ccccc4CCc4ccccc43)n2)cc1
20	-14.0%	-3.2%	-2.6%	2.0%	-0.5%	-2.5%	10.8%	-3.0%	26.2%	Cc1ccc(-c2nc(CS(=O)(=O)CC(=O)NCCCN3CCOCC3)c(C)o2)cc1
21	-1.9%	4.3%	3.8%	14.8%[57.1 µM]	3.8%	-4.5%	-8.0%	-3.5%	-3.3%	COc1ccc(NS(=O)(=O)c2cc(Br)cc3c2N(C(=O)C2CC2)CC3)cc1OC
22	4.0%	-1.7%	-1.3%	20.1%	-8.6%	-2.4%	-2.5%	-16.7%	1.7%	CCN(CC(=O)Nc1ccc2c(c1)OCCO2)C(=O)CCOc1ccccc1
23	-18.2%	-6.3%	?	14.3%[57.1 µM]	5.4%	-4.5%	-12.1%	-0.3%	43.0%[activator][57 µM]	COc1ccccc1C(=O)Nc1ccc(OCc2cc(=O)n3ccc(C)cc3n2)cc1
24	-34.9%	-4.8%	13.0%	1.7%	-12.8%	i	.	-20.0%	23.4%	Cc1ccc(/C=C2\SC(=S)N(CCCC(=O)Nc3cccnc3)C2=O)cc1
25	-15.0%	-7.1%	2.0%	-0.3%[57.1 µM]	?	-10.2%	407.9%[activator]	-3.6%	24.5%	CC1=C(C#N)S(=O)(=O)C(C#N)C(c2ccccc2)C1 (stereo unspecified)
26	23.6%	-10.0%	-12.2%	6.0%	4.1%	-8.9%	-4.4%	-14.3%	26.0%	CSc1ccccc1NC(=O)COc1ccc(S(=O)(=O)N2CCCC2)cc1
27	-44.2%	?	12.8%	6.8%[57.1 µM]	8.7%	-5.7%	13.9%	4.4%	67.7%[activator]	COCCNc1c2c(c(C#N)c3nc4ccccc4n13)CCCC2
28	15.9%	7.8%	-5.6%	-2.7%[57.1 µM]	4.1%	3.2%	-3.1%	-9.1%	17.5%	Cc1ccc(N2C(=O)c3ccccc3C2=O)cc1Cl
29	14.8%	-0.7%	1.6%	21.8%[57.1 µM]	2.0%	-11.6%	10.7%	2.8%	-12.0%	NC(=O)c1nnn(-c2ccccc2)c1N
30	9.6%	4.7%	0.7%	2.1%[57.1 µM]	-6.8%	7.1%	-0.3%	-22.2%	8.4%	COc1ccc(NC(=O)CSc2nc3ccccc3n2CC(=O)N(C)c2ccc(F)cc2)cc1
31	-30.2%	-0.3%	-2.4%	31.6µM*	15.2%	i	?	?	-17.4%	Oc1ccc(N=Cc2cc(Br)c(N3CCOCC3)o2)cc1
32	-16.7%	3.1%	-0.4%	4.3%	5.6%	11.3%	24.7%&-20.9%	-6.0%	28.4%	CCc1nc(-c2cc(S(=O)(=O)N3CCN(c4ccccc4OC)CC3)ccc2OC)no1
33	-15.7%	-11.7%	-1.8%	9.5%[57.1 µM]	-1.3%	-6.3%	-7.3%	1.12µM*	16.7%	O=C(NCCN1CCNCC1)c1ccccn1
34	4.8%	-2.9%	4.6%	18.6%	5.2%	-1.1%	9.7%	-27.6%	5.6%	CCOC(=O)C1CCCN(C(=O)c2cccc(S(=O)(=O)N(Cc3ccccc3)c3ccccc3OC)c2)C1 (stereo unspecified)
35	-20.9%	-4.2%	6.0%	9.2%[57.1 µM]	2.5%	i	-5.9%	-3.6%	23.5%	O=C(Nc1ccc(F)cc1)C1CCN(c2nc3ccccc3nc2C(F)(F)F)CC1
36	24.0%	4.1%	6.4%	9.7%	1.1%	-9.1%	-5.0%	-2.8%	25.2%	Cn1c(CN2CCOCC2)nnc1SCC(N)=O
37	-3.7%	6.3%	-1.7%	7.9%	2.2%	-2.3%	19.0%	-12.0%	32.5%	COC(=O)C(c1ccccc1)C(C(=O)OC)c1ccccc1 (stereo unspecified)
38	7.9%	6.8%	4.0%	2.1%[57.1 µM]	3.6%	-0.5%	0.0%	-15.7%	26.8%	O=C(CCn1cnc2ccccc2c1=O)Nc1ccc(S(=O)(=O)N2CCCCC2)cc1
39	-18.8%[56.9 µM]	-3.5%	4.3%	51.6%[activator]	-1.6%	-7.7%	-2.4%	0.0%	56.0%[activator]	O=C(NCCNC(=O)c1cc(F)cc(F)c1)c1cc(F)cc(F)c1
40	-24.4%	2.5%	-4.8%	5.1%	0.0%	1.1%	404.7%[activator]	-12.3%	30.1%	CC(NC(=O)CNC(=O)c1ccccc1F)c1ccc(-n2ccnc2)cc1 (stereo unspecified)
41	33.7%	4.4%	-0.8%	5.0%	-9.1%	-0.2%	-15.8%	22.4µM*	?	COc1ccc(CCN(C)C(=O)C2CCN(Cc3ccccc3)CC2)cc1OC

Screening data as filed in PubChem BioAssay.
